# DT40 TDP1 CPT: growth inhibition of DT40 Tdp1-/-;hTDP1 cells with camptothecin (screen for TDP1 inhibitors); chicken DT40 Tdp1-/-;hTDP1 cells + 20 nM CPT, ATP luminescence, 48 h; Potency, µM (highest dose often 46.2 µM), for the others: at the top dose activity change, negative = growth inhibition, hits mostly inhibitors; actives 12% (n = 420,000); AID 686979; active means well fitted inhibition curve with a large enough effect; inconclusive means small, poorly fitted or top-dose-only effect; further: nearly all actives have a fitted effect of over 55% in size
#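 Chicken DT40 Tdp1-/- cells complemented with human TDP1, 400 cells/well, exposed to compounds plus 20 nM camptothecin for at least 48 h at 37 C; viability read as ATP content by CellTiter-Glo luminescence.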
# Numbers without * were called inactive; ? = inconclusive; [ ] = dose if it differs, or a comment. On the % scale 0 is the no-effect control and ±100 the full control effect; potency means the concentration at half of the fitted maximal effect. Some of the compounds tested; count on the stated rates, not on these rows.
entry	compound	DT40 TDP1 CPT
1	C1=C[C@H]2CCCN3CC[C@@H]([C@@H]2[C@]32CO2)[C@H]1CCOCc1ccccc1	?
2	COc1ccc(CNC(=O)COC(=O)c2c(NC(C)=O)sc(C)c2C)cc1OC	?
3	CCOC(=O)[C@]12CCC=C1N(Cc1ccc3c(c1)OCO3)C(=O)[C@H](CC(=O)NCc1cccs1)C2	?
4	C[C@@H](NC(=O)[C@@H]1CCCN1C(=O)OC(C)(C)C)c1ccccc1	1.7%
5	CC(C)C#Cc1cnc2c(c1)C(=O)N([C@@H](C)CO)C[C@@H](C)[C@H](CN(C)Cc1cccc(F)c1)O2	?
6	COc1ccc(S(=O)(=O)N2CCCCC2c2cc(C(=O)NCc3cccnc3)no2)cc1 (stereo not given)	29.1µM*
7	CC1CCC(N(C)C(=O)CN2C(=O)NC(c3ccccc3)(c3ccccc3)C2=O)CC1 (stereo not given)	23.1µM*
8	CC1(C(=O)O)CCCN(C(=O)c2cc3ccccc3s2)C1 (stereo not given)	1.9%
9	COCCCNc1ccn2nc(-c3ccccc3)cc2n1	-22.1%
10	Cc1ccc([C@H]2N[C@]3(CCCN(Cc4ccc(Cl)cc4)C3=O)[C@H]3C(=O)N(C)C(=O)[C@@H]23)cc1	?
11	COc1ccc(C(C#N)CC(=O)c2ccc3c(c2)OCO3)cc1OC (stereo not given)	-18.7%
12	O=C1NC[C@H](CCCCN2CCN(Cc3ccccc3)C(=O)C2=O)N(Cc2ccccc2)C1=O	1.8%
13	CCn1cc(/C=C(\NC(=O)c2ccccc2F)C(=O)N2CCN(C)CC2)c2ccccc21	?
14	CCc1ccc([C@@H]2C[C@H]3[C@@H](CN2S(=O)(=O)c2ccc(C)cc2)C(=O)C[C@@H](c2ccccc2F)N3S(=O)(=O)c2ccc(C)cc2)cc1	-25.4%
15	CC(=O)NC(=O)c1ccccc1O	1.8%
16	COc1cccc(C(O)c2nc(/C=C/c3ccccc3)cs2)c1 (stereo not given)	?
17	Cc1cn([C@H]2C[C@H](O)[C@@H](CCC(=O)NCCc3cccs3)O2)c(=O)[nH]c1=O	12.2%
18	CC(=O)C1=CCC(c2cccs2)N(S(=O)(=O)c2ccc(C)cc2)C1 (stereo not given)	?
19	CCN(CC)C(=O)C1=C(C)N(CCCN2CCCC2=O)C(=O)C(CC(=O)NC2CCCCC2)C1 (stereo not given)	-5.9%
20	COc1cccc(C=C(C(C)=O)C(=O)c2ccccc2)c1	20.6µM*
21	C[C@@H]1CN([C@@H](C)CO)C(=O)c2cc(/C=C/c3ccccc3)cnc2O[C@@H]1CN(C)S(=O)(=O)c1ccc(F)cc1	-7.6%
22	CCCCC(=O)N(C)c1c(C)nc2ccc(C(=O)NCc3ccccc3OC)cn12	-4.5%
23	Cc1cc(CNC(=O)c2cnn(-c3ncc4c(n3)-c3ccccc3CC4)c2C2CC2)on1	16.4µM*
24	COc1ccc(S(=O)(=O)N2CCC[C@H]2C(=O)N2CCC[C@H]2C(=O)NCc2ccccn2)cc1C	0.1%
25	COc1ccc(CN2C(=O)c3cccc4cccc(c34)C2c2nc3ccccc3[nH]2)cc1 (stereo not given)	?

# Of the compounds above, these contain an NH in an aromatic ring.
entry	compound	DT40 TDP1 CPT
17	Cc1cn([C@H]2C[C@H](O)[C@@H](CCC(=O)NCCc3cccs3)O2)c(=O)[nH]c1=O	12.2%
25	COc1ccc(CN2C(=O)c3cccc4cccc(c34)C2c2nc3ccccc3[nH]2)cc1 (stereo not given)	?

# In the list so far, these have fluorine.
entry	compound	DT40 TDP1 CPT
5	CC(C)C#Cc1cnc2c(c1)C(=O)N([C@@H](C)CO)C[C@@H](C)[C@H](CN(C)Cc1cccc(F)c1)O2	?
13	CCn1cc(/C=C(\NC(=O)c2ccccc2F)C(=O)N2CCN(C)CC2)c2ccccc21	?
14	CCc1ccc([C@@H]2C[C@H]3[C@@H](CN2S(=O)(=O)c2ccc(C)cc2)C(=O)C[C@@H](c2ccccc2F)N3S(=O)(=O)c2ccc(C)cc2)cc1	-25.4%
21	C[C@@H]1CN([C@@H](C)CO)C(=O)c2cc(/C=C/c3ccccc3)cnc2O[C@@H]1CN(C)S(=O)(=O)c1ccc(F)cc1	-7.6%

# Following part
entry	compound	DT40 TDP1 CPT
26	CC(=O)Nc1ccc(-c2ccnc3c2CC(C)(C(=O)NCCC(F)(F)F)O3)cc1 (stereo not given)	?
27	O=C(CS)Nc1ccccc1	?
28	CCOC(=O)[C@]12CCCC=C1N(Cc1ccc3c(c1)OCO3)C(=O)[C@H](CC(=O)N1CCSCC1)C2	?
29	Clc1ccccc1-c1cnc2sc(NCc3ccc4c(c3)OCO4)nn12	?
30	COc1ccc(Cc2nc3ccc(C(=O)N4CCCCC4CO)cc3o2)cc1OC (stereo not given)	?
31	CCNC(=O)C1(C)CCN(C(=O)c2ccc(OC)cc2OC)C1 (stereo not given)	5.7%
32	CN1CCC(N2CCN(C3CN(CCc4ccccc4)S(=O)(=O)C3)CC2)CC1 (stereo not given)	-0.4%
33	COc1ccc(OC)c(C(O)c2ncc(-c3cccc4ccccc34)[nH]2)c1 (stereo not given)	18.4µM*
34	CC(C)CC1NC(=O)c2cccnc2-n2c1nc1ccccc1c2=O (stereo not given)	13.1%
35	COC(=O)C1CCN(c2nc(CN(C)C3CCOC3)nc3cc(OC)c(OC)cc23)CC1 (stereo not given)	10.9%[9.04 µM]
36	N#Cc1cccc(C(Br)S(=O)(=O)c2ccccc2)c1 (stereo not given)	-26.7%
37	O=C1CSC(=S)N1N=Cc1cccc(OCc2ccccc2)c1	-25.5%
38	CC(C)(C)Cc1c(-c2ccc(Cl)cc2)nc2ccc(Br)cn12	?
39	COc1ccc(C(c2nnnn2C(C)(C)C)N2CCN(C/C=C/c3ccccc3)CC2)cc1 (stereo not given)	?
40	COc1ccc(OCC(=O)N2CCc3ccccc32)c([N+](=O)[O-])c1	-21.1%
41	CCCCNC(=O)C[C@@H]1C[C@@]2(C(=O)OC)CCCCC=C2N(Cc2ccc(Cl)cc2Cl)C1=O	?
42	NC(CSC(c1ccccc1)(c1ccccc1)c1ccc(-c2ccccc2)cc1)C(=O)O (stereo not given)	-28.2%
43	CS(=O)(=O)c1ccc(Cl)c(NC(=O)CSc2nnc3n2CCCCC3)c1	-12.8%
44	CC(O)(c1cccnc1)c1nc(-c2cccc(C(F)(F)F)c2)cs1 (stereo not given)	18.4µM*
45	CO[C@H]1C[C@H](O[C@H]2[C@H](C)[C@@H](O[C@@H]3O[C@H](C)C[C@H](N(C)C)[C@H]3OC(C)=O)[C@@H](C)C[C@]3(CO3)C(=O)[C@H](C)[C@@H](OC(C)=O)[C@@H](C)[C@@H](C)OC(=O)[C@@H]2C)O[C@@H](C)[C@@H]1OC(C)=O	10.9%[21.1 µM]
46	CCCCNC(=S)N(CCCO)Cc1cc2cc3c(cc2[nH]c1=O)OCO3	-1.5%
47	CC1Oc2ccc(C#N)cc2N(Cc2ccc(F)cc2)C1=O (stereo not given)	-15.5%
48	CC(C)(C)c1ccc(CC(=O)N2CCC2(C)C(=O)NS(=O)(=O)c2ccccc2C(F)(F)F)cc1 (stereo not given)	-10.4%
49	CCOC(=O)C1=CC[C@@H](c2ccccc2)N(S(=O)(=O)c2ccc(C)cc2)[C@H]1c1ccccc1C	13µM*
50	O=C(Nc1ccccc1Cl)c1ccccc1CC(O)(c1ccccc1)c1ccccc1	?

# Screen by screen, as entered above:
# DT40 TDP1 CPT, compounds 28 to 34, in order: ?, ?, ?, 5.7%, -0.4%, 18.4µM*, 13.1%

# Following part
entry	compound	DT40 TDP1 CPT
51	COc1ccc2c(c1)OC(C)CN(CCNC(=O)c1ccc(-n3cccn3)cc1)C2 (stereo not given)	6.1%[9.04 µM]
52	C[C@H]1CN([C@@H](C)CO)C(=O)CCCn2nncc2CO[C@@H]1CN(C)C(=O)Nc1cccc2ccccc12	9.2%
53	CN(c1ccccc1)S(=O)(=O)c1cc(C(=O)NCc2ccco2)ccc1Cl	-13.8%
54	CNc1cncc(-c2cccc(O)c2)n1	?
55	COc1cccc(S(=O)(=O)N(C)C[C@H]2Oc3ncc(Br)cc3C(=O)N([C@@H](C)CO)C[C@@H]2C)c1	?
56	CCCOc1ccc(F)cc1-c1cc(C(=O)NCCOC)[nH]n1	-20.3%
57	CSc1ccc(CN2CCC2(C)C(=O)Nc2ccc3c(c2)OCO3)cc1 (stereo not given)	29.1µM*
58	O[C@@H]1C[C@H](c2ccc(Cl)cc2)N(Cc2cccs2)C[C@H]1n1cc(-c2ccc(F)cc2)nn1	-21.3%
59	COCCN(Cc1ccc(C)cc1)C(=O)[C@H]1O[C@@H](n2ccc(N)nc2=O)[C@H](O)[C@@H]1O	-13.3%
60	COCCN1C[C@@H](CO)O[C@@H](n2cnc3c(NCCN(C)C)ncnc32)C1	14.7%
61	Cc1c(C(=O)NCc2ccccc2C(F)(F)F)sc(=O)n1Cc1cccc(C(F)(F)F)c1	?
62	COCOc1cccc(CN2CCC2(C)C(=O)Nc2cc(OC)ccc2OC)c1 (stereo not given)	25.9µM*
63	O[C@@H]1CN(CC2CCCCC2)[C@@H](c2ccccc2)C[C@H]1n1cc(-c2ccc(F)cc2)nn1	?
64	Cc1ccc(SC[C@H](C)CN2CCC(NC(=O)OCc3ccccc3)CCC2=O)cc1 (stereo not given in full)	?
65	CCOC(=O)[C@]12CCC=C1N(Cc1cccc3ccccc13)C(=O)[C@H](CC(=O)NCc1cccc3ccccc13)C2	?
66	Cc1cccnc1C(c1ccc(F)cc1)N(C)C(=O)C1CCN(CCOc2ccc(Cl)cc2Cl)CC1 (stereo not given)	25.9µM*
67	COc1ccc([N+](=O)[O-])c(C=CC(=O)c2ccccn2)c1	5.17µM*
68	COc1cccc(Nc2nc(C(N)C(C)C)cs2)n1 (stereo not given)	16.4µM*
69	Cc1ccc(C(=O)N(Cc2ccco2)c2c(N)n(Cc3ccccc3)c(=O)[nH]c2=O)cc1	-13.1%
70	CCCCCC(=O)N1C[C@@H](O)[C@H](n2cc(COC(=O)c3ccccc3)nn2)C[C@@H]1c1ccccc1	?
71	Cc1cccnc1C1=NOC(Cc2ccccc2)C(=O)N1Cc1ccc2c(c1)OCO2 (stereo not given)	-2.0%
72	CC(C)=CCC[C@H](C)C[C@@H]1Cc2[nH][nH]c(=O)c2[C@H](c2ccc(F)cc2)O1	?
73	OC(c1ccc(Cl)c(Cl)c1)c1ncc(-c2ccccc2Cl)[nH]1 (stereo not given)	?
74	C[C@@H]1CN([C@H](C)CO)C(=O)CCCn2cc(nn2)CO[C@H]1CN(C)S(=O)(=O)c1ccc(F)cc1	?
75	COCCNc1nc(NCc2cnc(C)cn2)c2sccc2n1	-19.4%
76	CC1(C(=O)NS(=O)(=O)c2cccc(C#N)c2)CCN1C(=O)c1ccccc1CCc1ccccc1 (stereo not given)	-17.2%
77	COc1ccc(Cc2c(-c3ccc(C)cc3)nc3c4ccccc4ccn23)c(C)c1	?
78	CC1(C(=O)Nc2ccc3c(c2)OCCO3)CCN1C(=O)c1cccc(F)c1 (stereo not given)	-6.0%
79	C=Cc1ccc(Cn2c(C)c(C(=O)NCc3ccc(Cl)c(Cl)c3)sc2=O)cc1	?
80	COC(=O)C[C@H]1C=C[C@@H](NS(=O)(=O)c2ccc(C)cc2)[C@@H](CO)O1	13.9%
81	CC1(C(=O)NS(=O)(=O)c2ccc(Cl)cc2)CCN1C(=O)C1(c2ccccc2)CCCC1 (stereo not given)	?
82	COc1ccc(C(O)c2nc(-c3cnc4ccccc4c3)cs2)cc1 (stereo not given)	?
83	C#CCNC(=O)C[C@@H]1C[C@@]2(C(=O)OCC)CCCC=C2N(Cc2ccc3c(c2)OCO3)C1=O	-15.0%
84	O=C(Nc1ccccc1)Nc1nnc([C@H]2C[C@H](O)[C@@H](CO)O2)s1	-26.8%
85	Cn1c(=O)c2cc(NC(=O)CC(C)(C)C)ccc2n1-c1ccccc1F	?
86	CC1=C(C(=O)N(C)C)CC(CC(=O)NC(c2ccccc2)c2ccccc2)C(=O)N1CCCN1CCCC1=O (stereo not given)	-11.4%
87	Cc1onc(-c2ccccc2)c1C(=O)OCC(=O)Nc1ccccc1Cl	?
88	COCc1c(C(=O)N2CCC(N3CCCCC3)CC2)cnn1-c1ncc(C)c(-c2cccs2)n1	9.8%[9.04 µM]
89	Cc1cc(Br)ccc1NC(=O)CN(C)C(=O)c1ccccc1OCc1c(C)noc1C	?
90	Cc1cccc(C)c1NC(=O)c1csc([C@@H]2O[C@H](CO)[C@H](O)[C@H](O)[C@H]2O)n1	-0.4%
91	N#Cc1nc2ccccc2n1OCc1ccccc1	-1.2%
92	COc1ccc(C(O)c2nc(/C=C/c3ccc(C(F)(F)F)cc3)cs2)cc1 (stereo not given)	?
93	CC[C@H](C)[C@@H](CO)NC(=O)[C@H]1O[C@@H](n2ccc(=O)[nH]c2=O)[C@H](O)[C@@H]1O	-2.3%
94	Cc1ccccc1C(=O)OCC(=O)N1CC(=O)Nc2ccccc21	-26.1%
95	CCCCNC(=O)C[C@@H]1C[C@@]2(C(=O)OCC)CCCC=C2N(Cc2ccc(Cl)cc2Cl)C1=O	20.6µM*
96	COc1ccc(CN(C)C[C@@H]2OCCCC[C@H](C)Oc3ccc(NC(=O)Nc4ccc(F)cc4)cc3C(=O)N([C@H](C)CO)C[C@H]2C)cc1	?
97	CCOc1ccc(S(=O)(=O)N2CCCCC2)cc1NC(=O)Cc1cc(OC)c(OC)c(OC)c1	-13.5%
98	C[C@H](CO)N1C[C@H](C)[C@H](CN(C)S(=O)(=O)c2ccccc2)OCc2ccccc2-c2c(n(C)c3ccccc23)C1=O	-20.3%
99	COc1ccc(-n2nnnc2C(CCSC)N2CCN(C/C=C/c3ccccc3)CC2)cc1 (stereo not given)	?
100	CCOc1ccc(Cl)cc1-c1cc(C(=O)NCCc2ccncc2)[nH]n1	-103.4%
101	CC(=O)N1CCN(c2cc(-c3ccccc3)nc3cc(-c4cccc(Cl)c4)nn23)CC1	20.6µM*
102	CC1(C)CC(N2CCOCC2)=CC(=S)N1	-13.5%

# Screening results: PubChem BioAssay, National Center for Advancing Translational Sciences (NCATS)
